# Screening data deposited in PubChem BioAssay by several laboratories.
# M18AAP inhibitor: PfM18AAP enzyme inhibition; actives 1.2% (n = 290,000); inhibition, % at 7.35 µM; recombinant PfM18AAP, H-Glu-NHMec fluorogenic cleavage;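 active = inhibition above the campaign mean inhibition over all tested compounds plus 3 SD, cut at about 28% in these data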;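 note: 0% = plate median of test compound wells and 100% = 2 mM ZnCl2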
# DNA FID counter: fluorescent intercalator displacement, NS3 helicase counter-screen. AID 1845. inhibition, % at 7.9 µM. DNA fluorescent intercalator displacement, fluorescence. actives 0.17% (n = 290,000); in the data active = inhibition above about 37%;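 note: 0% = vehicle and 100% = reference compound; higher means more ethidium bromide displaced from hairpin DNA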
# VIM-2 inhibitor: inhibitors of Pseudomonas aeruginosa VIM-2 metallo-beta-lactamase; purified VIM-2, nitrocefin hydrolysis, epi-absorbance fluorescence; inhibition, % at 5.6 µM; actives 0.89% (n = 290,000); AID 1527;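 active = inhibition above the mean of all tested compounds plus 3 SD, cutoff set per screening run, cut at about 7.5% in these data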;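 note: red hydrolysis product quenches plate fluorescence so inhibitors raise well fluorescence; 0% = enzyme with DMSO and 100% = DMSO without enzyme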
# NALP1 yeast inh: inhibitors of NALP1 inflammasome in yeast | S. cerevisiae NALP1/ASC/caspase-1 growth, X-gal OD620, 72 h | inhibition, % at 10 µM | actives 0.61% (n = 280,000); in the data active = inhibition mostly above about 24%, no sharp cut-off; inactive = mostly below about 32%; note: some compounds called inactive have numbers as strong as hits
# HCV NS3 hel inh: HCV NS3 helicase inhibition. NS3 helicase DNA unwinding, Cy5 molecular beacon fluorescence. inhibition, % at 10.9 µM. actives 0.56% (n = 290,000);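 active = inhibition above the mean of all tested compounds plus 3 SD, set per campaign, cut at about 35% in these data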;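 note: 0% = DMSO wells and 100% = thioflavine S control wells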
#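 System: NS3 helicase fragment of HCV / Schedule: 1 h at 25 °C / Control set: DMSO alone as 0% and 110 µM thioflavine S as 100% / Reagent: Cy5/quencher beacon DNA duplex and ATP to start / Technique: Cy5 fluorescence / Replication: singlicate / Evaluation: % inhibition of end-to-start signal ratio versus controls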
# MEKK2 WT-MEK5: raises or lowers MEK5 binding to wildtype human MEKK2 PB1 domain; Q9Y2U5; bead flow cytometry, Alexa488-MEK5 binding to MEKK2 WT; actives lie on both sides; binding response (% of control), % at 10 µM; actives 1.1% (n = 290,000); AID 1531; in the data active = binding response below about 67% or above about 130%
# MEKK2mut PB1 HTS: signal of MEK5 binding to mutant human MEKK2 PB1 domain. bead flow cytometry, Alexa488-MEK5 binding to MEKK2 mutant. percent response, % at 10 µM. actives 0.35% (n = 290,000); in the data active = percent response above about 24%, passing the limit was not always enough; note: inactives centre near 1; some results filed as inactive read as strong as hits
# UBC9 SUMO inh: SUMOylation inhibition; HTRF SUMOylation assay, SAE1/SAE2 + UBC9, in vitro; P63279; actives 0.36% (n = 290,000); inhibition, % at 35 µM; in the data active = inhibition above about 50%, passing the limit was not always enough; note: strong numbers were not always called active
# Target sequence (P63279 whole entry, looked up): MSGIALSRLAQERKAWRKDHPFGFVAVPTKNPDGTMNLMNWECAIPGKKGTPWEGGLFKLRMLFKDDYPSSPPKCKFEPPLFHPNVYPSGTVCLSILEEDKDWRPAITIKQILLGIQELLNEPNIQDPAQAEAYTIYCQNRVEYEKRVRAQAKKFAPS
# IMP-1 inh: inhibitors of Pseudomonas aeruginosa IMP-1 metallo-beta-lactamase | actives 0.45% (n = 290,000) | purified IMP-1, nitrocefin hydrolysis, epi-absorbance fluorescence | inhibition, % at 5.6 µM;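 active = inhibition above the mean plus 3 SD of all compounds in the same screening run, cut at about 4.5% in these data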;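 note: 0% = IMP-1 with DMSO and 100% = DMSO wells lacking enzyme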
#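 Material – recombinant IMP-1 enzyme, purified · Amount – IMP-1 0.2 nM before substrate addition · Medium – HEPES buffer pH 7.1 with ZnSO4 and Brij 35 · Timing – 25 °C, 15 min preincubation, 25 min reaction · Measured by – plate fluorescence quenching by hydrolysis product, ex 480/em 530 nm · Read-out – percent enzyme inhibition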
# * marks the source's active call; other numbers are inactive results.
SMILES,M18AAP inhibitor,DNA FID counter,VIM-2 inhibitor,NALP1 yeast inh,HCV NS3 hel inh,MEKK2 WT-MEK5,MEKK2mut PB1 HTS,UBC9 SUMO inh,IMP-1 inh
Cc1c(NC(=O)c2ccc(S(=O)(=O)N3CC(C)OC(C)C3)cc2)c(=O)n(-c2ccccc2)n1C (stereo not drawn),2,-7,-2.1,8,9,104,-1,-2,0.7
Cc1ccc(S(=O)(=O)Nc2ccc3oc(=O)sc3c2)c(C)c1,24,-7,0.2,22,-1,111,9,-11,-2.1
COc1ccc(C(=O)NC(=S)Nc2ccc3[nH]c(=O)[nH]c3c2)cc1,7,-14,-2.9,-17,1,100,-3,-17,-1.7
Cc1ccc(NC(=O)CN2CCCN(S(=O)(=O)c3ccc(Br)s3)CC2)cc1,0,-18,1.8,16,-11,103,4,2,0.3
O=C(O)C1CCCCC1C(=O)Nc1cccc(C(=O)N2CCCCC2)c1 (stereo not drawn),-1,-3,-2.5,30,1,101,1,13,-1.8
Cc1ccc(NC(=S)Nc2c(C)n(C)n(-c3ccccc3)c2=O)cc1Cl,-12,-5,0.6,8,7,99,-3,12,0.6
COC(=O)c1ccc(C2C(C#N)=C(N)Oc3cc(O)ccc32)cc1 (stereo not drawn),-1,-5,-1.3,10,-3,110,10,9,-1.8
CCc1nnc(NC(=O)CSc2nccn2-c2cc(C)cc(C)c2)s1,-7,-33,-2.1,20,-9,113,9,6,1.8
COc1ccc(C(=O)N2CC3(C)C4CCC3(C)C2(C#N)C4)cc1OC (stereo not drawn),-5,-14,-1.2,10,8,109,5,-6,-1.2
CS(=O)(=O)N(Cc1ccc(Cl)cc1)c1ccc(C(=O)NCCSCc2ccco2)cc1,-20,-39,-3.3,3,-10,102,-2,1,-5.5
Cc1nn(C)c(C(=O)N2CCc3ccccc32)c1Br,-5,-9,-0.7,22,1,103,0,-6,-3.3
Cc1cccc(NC(=O)CN2CCCCCC2)c1,-1,0,-2.6,5,-5,98,3,25,-3.7
CC(=O)c1c(C(C)=O)c(C)n(-c2ccc(O)cc2)c1C,-15,-3,-2.7,4,4,118,11,-13,-2.6
O=C(Nc1ccccc1O)c1ccc(NS(=O)(=O)c2cccc3cccnc23)cc1,6,-10,-2.5,7,-22,91,-10,-11,-2.0
CC(=O)Nc1ccc(S(=O)(=O)NCCC(=O)OCC(=O)N2CCN(C(=O)c3ccco3)CC2)cc1,0,-13,0.1,18,6,107,3,5,-1.3
Cc1ccc(C(=O)OC2=CC(=O)CC(C)(C)C2)cc1,6,-3,-3.6,20,-4,102,3,1,-1.3
CNc1nc(Nc2ccc(C)c(Cl)c2)nc(N)c1[N+](=O)[O-],4,-2,-0.8,18,-80,108,9,18,-2.5
O=C(NCCCN1CCCCC1)c1ccc2c(c1)ncn2C1CCCC1,-7,7,0.1,20,-5,106,4,7,-1.8
CCCCC(=O)NCc1ccc(Cl)cc1,-4,-2,-4.4,19,17,108,-1,-2,-5.0
CCOC(=O)c1c(-c2ccc(C)o2)csc1NC(=O)COC(=O)c1cccs1,-86,-15,-2.6,-73,-6,106,5,13,-0.7
O=C(NC1CCCc2ccccc21)c1ccc(F)cc1F (stereo not drawn),-5,-17,0.2,-5,24,102,-3,-9,-2.0
CN(CC(=O)Nc1ccc(C#N)cc1)Cc1ccc(Cl)c(Cl)c1,-3,-8,-1.3,-9,-8,106,5,-39,-2.9
O=C(Nc1ccc(N2CCOCC2)cc1)c1cccc2ccccc12,2,-20,-2.4,10,1,105,3,-5,-1.2
COn1c(C)c(C(C)=O)c2c3no[n+]([O-])c3ccc21,4,-3,-5.4,5,8,98,10,0,-2.0

# 3 successive records out of the list so far, quoted:
SMILES,M18AAP inhibitor,DNA FID counter,VIM-2 inhibitor,NALP1 yeast inh,HCV NS3 hel inh,MEKK2 WT-MEK5,MEKK2mut PB1 HTS,UBC9 SUMO inh,IMP-1 inh
Cc1c(NC(=O)c2ccc(S(=O)(=O)N3CC(C)OC(C)C3)cc2)c(=O)n(-c2ccccc2)n1C (stereo not drawn),2,-7,-2.1,8,9,104,-1,-2,0.7
Cc1ccc(S(=O)(=O)Nc2ccc3oc(=O)sc3c2)c(C)c1,24,-7,0.2,22,-1,111,9,-11,-2.1
COc1ccc(C(=O)NC(=S)Nc2ccc3[nH]c(=O)[nH]c3c2)cc1,7,-14,-2.9,-17,1,100,-3,-17,-1.7

# Another view of 4 compounds above.
Structure	M18AAP inhibitor	DNA FID counter	VIM-2 inhibitor	NALP1 yeast inh	HCV NS3 hel inh	MEKK2 WT-MEK5	MEKK2mut PB1 HTS	UBC9 SUMO inh	IMP-1 inh
CS(=O)(=O)N(Cc1ccc(Cl)cc1)c1ccc(C(=O)NCCSCc2ccco2)cc1	-20	-39	-3.3	3	-10	102	-2	1	-5.5
COc1ccc(C(=O)N2CC3(C)C4CCC3(C)C2(C#N)C4)cc1OC (stereo not drawn)	-5	-14	-1.2	10	8	109	5	-6	-1.2
O=C(Nc1ccc(N2CCOCC2)cc1)c1cccc2ccccc12	2	-20	-2.4	10	1	105	3	-5	-1.2
CN(CC(=O)Nc1ccc(C#N)cc1)Cc1ccc(Cl)c(Cl)c1	-3	-8	-1.3	-9	-8	106	5	-39	-2.9

# One compound at a time (already shown). Values in the order: M18AAP inhibitor	DNA FID counter	VIM-2 inhibitor	NALP1 yeast inh	HCV NS3 hel inh	MEKK2 WT-MEK5	MEKK2mut PB1 HTS	UBC9 SUMO inh	IMP-1 inh
# CC(=O)Nc1ccc(S(=O)(=O)NCCC(=O)OCC(=O)N2CCN(C(=O)c3ccco3)CC2)cc1 is listed as 0	-13	0.1	18	6	107	3	5	-1.3
# COC(=O)c1ccc(C2C(C#N)=C(N)Oc3cc(O)ccc32)cc1 (stereo not drawn) is listed as -1	-5	-1.3	10	-3	110	10	9	-1.8
